High-throughput results as filed in PubChem BioAssay.
DYRK1A inh: inhibitors of rat Dyrk1A kinase. ADP-Glo luminescence, NFATc1 peptide. inhibition, % at 12.5 µM. Q63470. actives 0.43% (n = 310,000); in the data active = inhibition above about 50%;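 note: plate controls were vehicle with enzyme for no effect and no enzyme for full effect; many of its hits are not listed in these tables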
KCNK3 block: human KCNK3 channel inhibition, primary screen. CHO-KCNK3 thallium flux, FluxOR fluorescence; active compounds read low. B-score at 10 µM. actives 0.84% (n = 340,000);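 active = B-score under library mean minus 4 SD, starting fluorescence ratio at most library mean plus 5 SD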;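 note: more negative B-score means stronger inhibition of thallium flux through KCNK3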
Target sequence (O14649 whole entry, looked up): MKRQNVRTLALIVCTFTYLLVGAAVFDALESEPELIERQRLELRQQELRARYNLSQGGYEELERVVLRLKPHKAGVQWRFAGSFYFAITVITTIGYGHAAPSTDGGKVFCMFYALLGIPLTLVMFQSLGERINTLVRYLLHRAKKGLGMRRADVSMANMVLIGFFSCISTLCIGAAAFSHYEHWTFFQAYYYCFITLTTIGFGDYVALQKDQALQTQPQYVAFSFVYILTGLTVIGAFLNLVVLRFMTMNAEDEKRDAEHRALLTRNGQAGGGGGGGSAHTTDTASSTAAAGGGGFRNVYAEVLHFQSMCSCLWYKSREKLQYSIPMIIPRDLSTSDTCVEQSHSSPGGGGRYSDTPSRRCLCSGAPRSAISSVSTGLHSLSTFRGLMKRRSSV
Active calls of the source: *; i = inactive. The list is partial; rates above refer to the full screens.

SMILES	DYRK1A inh	KCNK3 block
O=C(Nc1ccc(F)c(Cl)c1)c1ccccc1	4	i
Cc1ccc2nc(SCC(=O)c3c(N)n(C4CC4)c(=O)[nH]c3=O)[nH]c2c1	-2	i
COc1ccccc1NS(=O)(=O)c1cccc(C(=O)NCC(c2cccs2)N(C)C)c1 (stereo not drawn)	-3	i
Cc1nnc(NC(=O)C2CCN(S(=O)(=O)c3ccc(F)c(Cl)c3)CC2)o1	0	i
O=C(CN1C(=O)NC2(CCCCC2)C1=O)Nc1cc(C(F)(F)F)ccc1N1CCOCC1	-2	i
Cc1ccc(-c2csc(SCC(=O)c3c(N)n(C4CC4)c(=O)[nH]c3=O)n2)cc1	-6	i
O=S(Cc1ccccc1)c1ccccc1 (stereo not drawn)	-2	i
CCCC[C@@]1(C2CCCC2)Cc2cc(OCC(=O)O)c(Cl)c(Cl)c2C1=O	-5	i
COc1ccc(C(=O)NCC(c2ccco2)N2CCCC2)cc1S(=O)(=O)N1CCCCC1C (stereo not drawn)	3	i
COc1ccc(OC)c(NC(=O)CN2c3cccc4cccc(c34)S2(=O)=O)c1	-2	i
Cc1nc(Nc2ncc3c(n2)CC(C)(C)CC3=O)nc2ccccc12	-1	i
O=C(COC(=O)Cc1cccc(F)c1)NCCc1ccccc1	-6	i
Cn1c(N)c(NC(=S)NC2CCCCC2)c(=O)n(C)c1=O	-2	i
Cc1cccc(OCC(=O)OCC(=O)NCC2CCCO2)c1C (stereo not drawn)	-2	i
Cn1c(N)c(C(=O)COC(=O)COc2ccc(Cl)cc2Cl)c(=O)n(C)c1=O	-2	i
CC[C@]1(C(=O)OC)[C@H]2C(=O)N(C)C(=O)[C@H]2[C@H]2CN(C)C(=NC)N21	0	i
Cc1cccc(C(=O)OCC(=O)NCC2COc3ccccc3O2)c1 (stereo not drawn)	-5	i
CCN1C(=O)[C@@H]2[C@@H](c3ccc(SC4CCCCC4)c(OC)c3)N3CCC[C@@]3(C(=O)OC)[C@@H]2C1=O	15	i
CCCCn1cnc2c(Sc3c([N+](=O)[O-])ncn3C)nc(N)nc21	-1	i
Cn1c2ccccc2c2c(=O)oc3ccccc3c21	0	i

A second format for four compounds above:
Compound: COc1ccc(C(=O)NCC(c2ccco2)N2CCCC2)cc1S(=O)(=O)N1CCCCC1C (stereo not drawn)
  DYRK1A inh = 3 | KCNK3 block = i

Compound: COc1ccc(OC)c(NC(=O)CN2c3cccc4cccc(c34)S2(=O)=O)c1
  DYRK1A inh = -2 | KCNK3 block = i

Compound: Cc1nc(Nc2ncc3c(n2)CC(C)(C)CC3=O)nc2ccccc12
  DYRK1A inh = -1 | KCNK3 block = i

Compound: O=C(COC(=O)Cc1cccc(F)c1)NCCc1ccccc1
  DYRK1A inh = -6 | KCNK3 block = i

(further entries)
SMILES	DYRK1A inh	KCNK3 block
COc1ccc(-c2nnc(SCC(=O)NC3CC3)o2)cc1	-3	i
O=C(c1ccc(Cl)c([N+](=O)[O-])c1)N(Cc1ccc(Cl)cc1)C1CCS(=O)(=O)C1 (stereo not drawn)	-2	i
Cc1ccc(S(=O)(=O)N2CCOCC2)cc1NC(=O)CN1C(=O)CN(C)C1=O	-4	i
O=C(Nc1ccccc1N1CCN(C(=O)c2ccccc2)CC1)c1cc2ccccc2o1	0	-9.7*
CC(OC(=O)Nc1cccc(Cl)c1)C(=O)OC1CCCCC1 (stereo not drawn)	3	i
O=C(Cn1c(=O)oc2cc(S(=O)(=O)N3CCOCC3)ccc21)N1CCc2ccccc2C1	0	i
CC1Sc2ccc(C(=O)Nc3cc(S(C)(=O)=O)ccc3Cl)cc2NC1=O (stereo not drawn)	2	i
CCOC(=O)[C@H]1[C@H]2COc3ccccc3[C@@H]2N2C(=O)[C@@H](C)NC(=O)[C@@]12C	2	i
CC1CCC2(CC1)NC(=O)N(CC(=O)Nc1ccc3c(c1)OCO3)C2=O (stereo not drawn)	2	i
CC(=O)c1c(C)[nH]c(C(=O)COC(=O)c2ccc(Cl)nc2)c1C	-1	i
CCCN(CC(=O)Nc1ccccc1C)C(=O)c1ccc(S(=O)(=O)N2CCC(C)CC2)cc1	-3	i
CCc1noc(C)c1C(=O)NNC(=O)c1nn(C)c(=O)c2ccccc12	5	i
O=C(COC(=O)c1cccc(Br)c1)NCc1ccco1	-2	i
C[C@@H]1CN([C@H](C)CO)C(=O)c2cc(NC(=O)Cc3cn(C)c4ccccc34)ccc2O[C@H]1CN(C)C(=O)Nc1ccc2c(c1)OCO2	2	i
CSc1nsc(/C=C/Nc2cccc(Cl)c2)c1C#N	-2	i
CCN1CCN(C(=O)c2cc(-c3ccco3)nc3ccccc23)CC1	10	i
CCN(C(=O)COC(=O)c1ccc(-n2c(C)ccc2C)cc1)c1c(N)n(Cc2ccccc2)c(=O)[nH]c1=O	-3	i
COC(=O)[C@]1(C)N[C@H](CN(C)S(=O)(=O)c2ccc(C)cc2)[C@@H]2C(=O)N(Cc3ccccc3)C(=O)[C@@H]21	-2	i
CC(NC(=O)COC(=O)C1CCCCC1)c1ccccc1 (stereo not drawn)	-1	i
CNc1snc(C)c1C(=O)OC(C)C(=O)NCc1ccccc1 (stereo not drawn)	-4	i
O=C(Cc1cccc(NC(=O)C2CCN(S(=O)(=O)c3cccc([N+](=O)[O-])c3)CC2)c1)Nc1cccc(C(=O)N2CCCCC2)c1	-1	i
Cc1ccc(C(=O)NCN2CCN(c3ccc(F)cc3)CC2)cc1	3	i
Cc1csc(NC(=O)C2CCN(S(=O)(=O)c3ccccc3)CC2)n1	4	i
NNc1ccccc1C(F)(F)F	14	i
O=C(COc1ccc(F)cc1Cl)N1CCN(C(=O)c2cccs2)CC1	-4	i
CCOc1ccc(S(=O)(=O)N2CCN(C(=O)c3cc(C4CC4)nn3-c3ccccc3)CC2)cc1	-9	i
O=C(Cn1cnc2ccccc2c1=O)NCC(=O)N1CCN(Cc2ccc3c(c2)OCO3)CC1	1	i
C=CCC[C@@H](Cc1ccc(F)cc1)C(=O)OC[C@@H]1CCCN1C(=O)[C@H](CC=C)CC(=O)N[C@H](CO)Cc1ccccc1	1	i
O=C1OCCN1C(=O)[C@H]1[C@H](c2ccccc2)C(c2cccc(Cl)c2)=NN1c1ccc(Br)cc1	2	i
CCOC(=O)/C(=C\c1ccc(N2CCC(c3ccccc3)=N2)cc1)C(C)=O	-5	-12*
Cc1ccc(S(=O)(=O)Nc2cccc(C(=O)N3CCC(C(N)=O)CC3)c2)cc1	-1	i
O=C(COC(=O)c1cc(S(=O)(=O)N2CCOCC2)c(Cl)cc1Cl)NCc1ccco1	3	i
C[C@H](CO)N1C[C@H](C)[C@@H](CN(C)Cc2ccc(C(=O)O)cc2)Oc2c(NS(=O)(=O)c3cccs3)cccc2C1=O	-3	i
CCC(CO)Oc1cc(NC(=O)c2ccccc2[N+](=O)[O-])c2ncn(C(C)C)c2c1 (stereo not drawn)	-3	i
CCOC(=O)C1=CN(Cc2cccc(Br)c2)S(=O)(=O)NC1C (stereo not drawn)	4	i
COC(=O)c1cccc(NC(=O)C2CCCN2C(=O)c2cccs2)c1 (stereo not drawn)	3	i
O=C(/C=C/c1cccc(F)c1)OCC(=O)c1ccc[nH]1	-1	i
COc1ccc(NC(=O)CN(c2cc(C)cc(C)c2)S(=O)(=O)c2c(C)n[nH]c2C)cc1	3	i
CCN(CC)CCNC(=O)C1(c2ccccc2)CCCCC1	-1	i
CCc1cc[n+](C(C(=S)Nc2cccc(C)c2)=C([O-])c2ccc(C)c([N+](=O)[O-])c2)cc1	7	i

Full records from above. Screens in order: DYRK1A inh | KCNK3 block
Results for CCC(CO)Oc1cc(NC(=O)c2ccccc2[N+](=O)[O-])c2ncn(C(C)C)c2c1 (stereo not drawn) → -3 | i
Results for NNc1ccccc1C(F)(F)F → 14 | i
Results for O=C1OCCN1C(=O)[C@H]1[C@H](c2ccccc2)C(c2cccc(Cl)c2)=NN1c1ccc(Br)cc1 → 2 | i
Results for CCOC(=O)/C(=C\c1ccc(N2CCC(c3ccccc3)=N2)cc1)C(C)=O → -5 | -12*
Results for O=C(COc1ccc(F)cc1Cl)N1CCN(C(=O)c2cccs2)CC1 → -4 | i

Other entries follow:
SMILES	DYRK1A inh	KCNK3 block
Cc1ccc(NC(=O)CN2C(=O)S/C(=C\c3ccc(-c4cccc(C(=O)O)c4C)o3)C2=O)cc1C	1	i
O=C1C=C(c2c(O)ccc3ccccc23)c2ccccc2C1=O	40	i
CCOC(=O)C1=CN(Cc2cccc(-c3ccc(F)cc3)c2)S(=O)(=O)N(C)C1C (stereo not drawn)	3	i
COc1cccc(C(=O)O[C@H]2[C@H](C)NS(=O)(=O)[C@H]3C[C@@H]4C=C[C@]23O4)c1	-3	i
CN(C(=O)COC(=O)c1cc(=O)[nH]c2ccccc12)C1CCCCC1	-2	i
CNc1ccc(C(=O)OCC(=O)NC(=O)NC2CCCC2)cc1[N+](=O)[O-]	0	i
CC(C)Cn1c(N)c(C(=O)COC(=O)c2cc3ccccc3cc2O)c(=O)n(C)c1=O	-4	i
Cc1csc(=O)n1CCC(=O)OCC(=O)Nc1ccc(S(N)(=O)=O)cc1	0	i
CC(C)(C)[C@@H]1COC(=O)[C@@H](Cc2ccc(F)cc2)CC/C=C\C[C@@H](CC(=O)N(CCO)Cc2ccccc2)C(=O)N1	-6	i
COC(=O)c1ccn(CSc2c(F)c(F)cc(F)c2F)n1	-3	i
Cc1ccc(C)c(OCCC(=O)Nc2cccc(S(=O)(=O)N3CCCCC3)c2)c1	-1	i
Cc1cccn2c(=O)c3cc(C(=O)NCc4ccc(F)cc4)c(=N)n(CCCN4CCOCC4)c3nc12	2	i
C[N+](C)(C)CCOC(=O)CCC(=O)OCC[N+](C)(C)C	-7	i
Cc1cc(C(=O)OCC(=O)NC2CC2)c2ccccc2n1	-9	i
CC(=O)c1ccc(OCC(=O)N(C)CC(=O)Nc2ccc(N3CCOCC3)cc2)cc1	-4	i
Cc1c(NC(=O)COC(=O)c2cccn2C)c(=O)n(-c2ccccc2)n1C	-4	i
CN(CC(=O)Nc1ccc(N2CCOCC2)cc1)C(=O)CSc1ccccc1F	4	i
O=C(CNC(=O)c1ccco1)OCc1ccccc1Cl	-4	i
CC(OC(=O)C1CCCCC1)C(=O)Nc1cccc([N+](=O)[O-])c1 (stereo not drawn)	3	i
CCOc1ccc(C(=O)OCC(=O)NCc2ccccc2)cc1OCC	-6	i

KCNK3 block, hit marks shown above
SMILES	DYRK1A inh	KCNK3 block
O=C(Nc1ccccc1N1CCN(C(=O)c2ccccc2)CC1)c1cc2ccccc2o1	0	-9.7*
CCOC(=O)/C(=C\c1ccc(N2CCC(c3ccccc3)=N2)cc1)C(C)=O	-5	-12*

(further entries)
SMILES	DYRK1A inh	KCNK3 block
COc1ccc(CC(=O)Nc2cccc(S(=O)(=O)N3CCCCC3)c2)cc1	-7	i
COc1ccc(CCNC(=O)c2cccc(S(=O)(=O)N3CCc4ccccc4C3)c2)cc1	1	i
N#CCCN(C(=O)Nc1ccccc1)C1CCCCC1	3	i
CCOC(=O)C1=C(COC(=O)c2ccc([N+](=O)[O-])o2)NC(=O)NC1C (stereo not drawn)	0	i
COc1ccc(NC(C)=O)cc1NS(=O)(=O)c1ccc2c(c1)OCCO2	1	i
CCN(C(=O)C(C)Sc1ccc(S(=O)(=O)N2CCOCC2)cn1)c1ccccc1 (stereo not drawn)	7	i
COc1ccccc1CNC(=O)c1ccc(S(=O)(=O)N(C)c2ccccc2)cc1	12	i
COc1ccc(NCC(=O)Nc2cccc(C(F)(F)F)c2)cc1S(=O)(=O)N1CCOCC1	9	i
O=C(Nc1nccs1)c1ccc(COc2c(F)c(F)cc(F)c2F)o1	-3	i
O=C(CN1CCN(C(=O)c2ccco2)CC1)Nc1c2c(nc3c1CCC3)CCCC2	2	i
CC(OC(=O)C1CC1)C(=O)Nc1cccc(S(=O)(=O)N2CCOCC2)c1 (stereo not drawn)	-2	i
O=C(CCNS(=O)(=O)c1ccc(Br)s1)N1CCN(c2ccccc2)CC1	-3	i
Cc1occc1-c1nnc(SCC(=O)N2CCCCC2)n1C	-5	i
COCCn1c(SCC(=O)Nc2cc(C)on2)nc2ccccc2c1=O	3	i
CCN(C(=O)COC(=O)CCC(=O)c1cccs1)c1ccccc1	2	i
C[C@H]1CN([C@@H](C)CO)C(=O)c2cc(NC(=O)C3CCCCC3)ccc2O[C@H]1CN(C)C(=O)Nc1ccc2c(c1)OCO2	6	i
O=c1cc(CSc2ccccn2)c2ccccc2[nH]1	1	i
COc1ccccc1CNC(=O)CN1C(=O)NC2(CCCc3sccc32)C1=O (stereo not drawn)	0	i
CC1CCCN(CCC(=O)c2ccc(Br)cc2)C1 (stereo not drawn)	1	i
Cc1ccc(NC(=O)C(C)Sc2nnc(C)n2C2CC2)cc1S(=O)(=O)N1CCOCC1 (stereo not drawn)	-2	i
CC(C)N(Cc1ccccc1)C(=O)COC(=O)c1ccc(S(=O)(=O)N2CCOCC2)cc1	-7	i
CCOC(=O)C1=C(COC(=O)CCc2ccc(CC)cc2)NC(=O)NC1C (stereo not drawn)	-6	i
OCC[C@H]1NCc2cc(CO)cc(-c3ccccc3)c21	1	i
Cc1[nH]n(-c2ccc(C(=O)O)cc2)c(=O)c1CCO	-1	i
O=C(COC(=O)Cc1n[nH]c(=O)c2ccccc12)NNC(=O)c1ccc(Cl)cc1	0	i
Cc1ccc(S(=O)(=O)N2CCOCC2)cc1NC(=O)CSc1nnc(COc2ccccc2F)n1N	3	i
Cc1nn(-c2ccc(F)cc2)c(Cl)c1C(=O)NCC1CCCO1 (stereo not drawn)	-2	i
c1cncc(-c2ccc3ncnc(NCc4cccs4)c3c2)c1	37	i
